IMPase Li cell – qHTS Assay for Identifying the Cell-Membrane Permeable IMPase Inhibitors: Potentiation with Lithium. CHO-M1 cells, IP1 TR-FRET (IP-One), carbachol + lithium. Potency, µM (titrated, usually from 59.4 µM), inactives show top-dose activity, negative = IMPase inhibition, usual class: inhibitors. 210,000 tested, 0.35% active. AID 1457, 2008;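 further: IP1 builds up when IMPase is blocked and the TR-FRET signal falls; potency means the concentration at half of the fitted maximal effect; plate controls were basal vehicle for no effect and high inhibitor control for full effect; nearly all actives have a fitted effect of over 50% in size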
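Steps: plate 2000 CHO-M1 cells per well and culture 16–30 h; add compound and lithium; incubate 30 min, 37C; add d2-IP1 tracer and Eu cryptate anti-IP1 antibody in lysis buffer; read after 10 min at room temperature.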
SMN2 splice enh – qHTS Assay for Enhancers of SMN2 Splice Variant Expression; AID 1458, 2008; Potency, µM (doses to about 46.1 µM), for inactives: at the top dose activity change, positive = activation, actives largely listed as activators; HEK293 SMN2-luciferase splicing reporter, luminescence, 30-36 h; 210,000 tested, 2.8% active; further: potency means the concentration at half of the fitted maximal effect; % of control where 0% means no effect; nearly all actives have a fitted effect of over 55% in size
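qHTS luciferase splicing reporter: luminescence rises when SMN2 exon 7 is included in transfected HEK293 cells. Compound exposure lasted 30-36 h at 37C, with 4.5 mM final sodium butyrate as control, followed by a ONE-Glo read.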
HTT aggregate – qHTS Multiplex Assay to Identify Dual Action Probes in a Cell Model of Huntington: Aggregate Formation (GFP); PC12 HttQ103-GFP aggregates, Acumen cytometry, 40 h; Potency, µM (highest dose often 46.1 µM), for the others: top-dose activity change, negative = inhibition, most hits filed as inhibitors; AID 1688, 2009; 220,000 tested, 1.1% active; further: potency means the concentration at half of the fitted maximal effect; on the % scale 0 is the no-effect control and ±100 the full control effect; nearly all actives have a fitted effect of over 60% in size
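Ecdysone-promoter PC12 model expressing HTT exon 1 Q103 fused to GFP, induced by tebufenozide at 100 nM final. Compounds titrated; aggregates sized 1–25 µm scored on a 488 nm laser cytometer.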
KinaseGlo FLuc – Counterscreen for Luciferase (Kinase-Glo TM) Inhibition. Potency, µM (titrated, usually from 38.3 µM), inactives show at the highest dose activity change, negative = inhibition, usual class: inhibitors. 200,000 tested, 0.28% active. Kinase-Glo luciferase, ATP luminescence, 8 min; further: potency means the concentration at half of the fitted maximal effect; on the % scale 0 is the no-effect control and ±100 the full control effect; nearly all actives have a fitted effect of over 60% in size
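Kinase-Glo luciferase light output from ATP and luciferin was measured with 10 uM ATP, within the enzyme's linear range. Buffer: 50 mM imidazole pH 7.2, 50 mM KCl, 7 mM MgCl2, 0.01% Tween 20, 0.05% BSA; luminescence read after 8 min at ambient temperature.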
HTT cytoprotect – qHTS Multiplex Assay to Identify Dual Action Probes in a Cell Model of Huntington: Cytoprotection (ATP); PC12 HTT-Q103 induced, cytoprotection, ATP luminescence, 40 h; Potency, µM (titrated, usually from 56.4 µM), for the others: cytoprotection (ATP increase), most hits filed as activators; 230,000 tested, 0.14% active;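 further: potency means the concentration at half of the fitted maximal effect; % of control where 0% means no effect; nearly all actives have a fitted effect of over 45% in size; toxic huntingtin expression switched on by the ecdysone agonist tebufenozide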
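ATP quantification (ATPlite) reports survival of PC12 cells in which tebufenozide, 100 nM final, switches on Htt exon 1 with 103 glutamines linked to GFP; compounds are titrated.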
LMNA splice mod – qHTS Assay for Modulators of Lamin A Splicing; HeLa LMNA splicing GFP/RFP minigene ratio, 48 h; AID 1487, 2009; Potency, µM (highest dose often 46.1 µM), for inactives: at the top dose ratio change, negative = inhibition, most hits filed as inhibitors; 200,000 tested, 0.01% active; active means well fitted inhibition curve with a large enough effect in the signal ratio, with a control signal flat, not every such curve was filed as active; inconclusive means small, poorly fitted or top-dose-only effect, or effect the other way, or a change in a side signal; the % refers to the signal ratio; further: potency means the concentration at half of the fitted maximal effect; on the % scale 0 is the no-effect control and ±100 the full control effect
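S3 HeLa stable clones carrying a lamin A-EGFP splicing minigene plus DsRed2 were seeded at 600 cells/well in Opti-MEM with 2% FBS, pin-dosed and incubated 48 h at 37°C. Acumen cytometry (488 nm) gave the GFP/RFP total-intensity ratio.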
CBFb-RUNX1 inh – qHTS Assay for Compounds Blocking the Interaction Between CBF-beta and RUNX1 for the Treatment of Acute Myeloid Leukemia; Potency, µM (doses to about 59.8 µM), for inactives: at the top dose activity, negative = inhibition, actives largely listed as inhibitors; 230,000 tested, under 10 active; AlphaScreen CBFb-His/RUNX1-biotin binding, biochemical; further: % of control where 0% means no effect
Target sequence (Q01196 whole entry, looked up): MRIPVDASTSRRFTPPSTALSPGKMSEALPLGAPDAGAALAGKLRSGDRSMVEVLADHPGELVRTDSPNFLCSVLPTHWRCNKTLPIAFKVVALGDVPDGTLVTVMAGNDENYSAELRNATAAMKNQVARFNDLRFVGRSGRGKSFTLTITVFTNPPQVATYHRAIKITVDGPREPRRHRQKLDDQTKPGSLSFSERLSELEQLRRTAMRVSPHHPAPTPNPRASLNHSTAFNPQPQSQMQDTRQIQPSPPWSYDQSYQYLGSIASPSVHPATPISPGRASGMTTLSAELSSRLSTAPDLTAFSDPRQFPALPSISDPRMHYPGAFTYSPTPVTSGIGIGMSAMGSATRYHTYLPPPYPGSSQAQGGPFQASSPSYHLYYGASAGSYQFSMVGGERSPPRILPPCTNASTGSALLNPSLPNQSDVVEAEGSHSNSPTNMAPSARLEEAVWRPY
Target sequence (Q13951 whole entry, looked up): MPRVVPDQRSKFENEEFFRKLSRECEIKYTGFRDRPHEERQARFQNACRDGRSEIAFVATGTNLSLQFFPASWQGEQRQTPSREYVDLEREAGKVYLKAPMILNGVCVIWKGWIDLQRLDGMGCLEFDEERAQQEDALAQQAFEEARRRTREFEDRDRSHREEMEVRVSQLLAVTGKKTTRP
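Bead-based AlphaScreen assay; binding partners His-tagged CBF-beta and biotinylated RUNX1 at 30 nM each. Compound exposure 15 min after a 20-min protein preincubation; bead step 90 min; all steps at room temperature.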
* = called active by the depositor; ? = inconclusive; · = not tested or not shown; [ ] = remark or other dose. Unless noted, the call rests on the fitted dose curve; in most records, active means well fitted curve in the direction sought with a large enough effect; inconclusive means small, poorly fitted or top-dose-only effect, or another doubt; inactive means no such curve, though single readings can be large; an effect the other way counts as inactive or inconclusive.

| structure | IMPase Li cell | SMN2 splice enh | HTT aggregate | KinaseGlo FLuc | HTT cytoprotect | LMNA splice mod | CBFb-RUNX1 inh |
| --- | --- | --- | --- | --- | --- | --- | --- |
| COc1ccc(-c2nnc(SCc3ccccn3)n2C)cc1 | 0% | 23% | -15% | 9% | -3%[1.9 µM] | -4% | 0% |
| CN(c1c[nH]c(=O)[nH]c1=O)C1CCCCC1 | 6% | · | -10%[9.22 µM] | -1% | 2%[10 µM] | ? | 10% |
| Cc1nn(CC(=O)Nc2ccc(N(C)C)cc2)c(C)c1[N+](=O)[O-] | 5% | 5% | -10% | -4% | · | -6% | -2% |
| Cc1ccccc1S(=O)(=O)Cc1ccc(C(=O)NC(C)c2ccc3c(c2)OCCO3)o1 (configuration not stated) | 0%[38.3 µM] | -21% | -13% | 0% | -20% | -7% | -2% |
| COc1ccc(OC)c(C(=O)COC(=O)CNC(=O)c2ccccc2)c1 | -3% | 3% | 2% | 1% | -21%[10 µM] | -13% | -2% |
| COCCCNC(=O)C1CCN(C(=O)c2cc3sccc3n2Cc2ccc(F)cc2)CC1 | 25%[38.3 µM] | -34%[inhibitor] | -2% | -4% | 7%[10 µM] | -4% | 2% |
| CC(C)Oc1ccc(C2CC(=O)N(c3ccc(N(C)C)cc3)C2=O)cc1 (configuration not stated) | 0% | 16% | 3% | 4% | 31%[10 µM] | -6% | -3% |
| O=C(C[n+]1cc(-c2ccc(Cl)cc2)n2c1CCC2)N1c2ccccc2Sc2ccccc21 | 36%[activator] | -10% | -25% | -1% | 5%[10 µM] | -26% | 9% |
| O=C(COC(=O)c1ccncc1)c1ccccc1 | 7% | 13% | 19% | -12% | -18% | -11%[46 µM] | 17% |
| O=C(C1CCN(S(=O)(=O)c2cnc[nH]2)CC1)N1CCn2c1nc1ccccc12 | 12%[38.3 µM] | -3% | -8% | -2% | 3% | -5% | 3% |
| CC(NC(=O)CSCc1ccc(Br)cc1)c1ccccc1 (configuration not stated) | -4% | · | 1% | 3% | -33%[inhibitor] | · | 15% |
| C=CCNC(=S)N/N=C/c1ccc(C(C)(C)C)cc1 | 0% | -17% | -7% | 0% | -65%[inhibitor] | ? | 0% |
| CCCCOc1ccc(/C=c2\sc3ncnn3c2=O)cc1 | -10%[38.3 µM] | -7% | 4% | 0% | -4%[0.074 µM] | 7% | -7% |
| CC1CCCC(NC(=O)CC2Nc3ccccc3NC2=O)C1C (configuration not stated) | 8%[38.3 µM] | -2% | 2% | 1% | 12% | 15%[0.0737 µM] | 3% |
| CCN(CC)CCCN(Cc1cc2cc3c(cc2[nH]c1=O)OCO3)C(=S)Nc1ccccc1 | 19% | · | 17%[9.22 µM] | 1% | 27%[10 µM] | -15%[46 µM] | 0% |
| COc1ccccc1N1CCN(S(=O)(=O)/C=C/c2ccccc2)CC1 | 41%[activator][38.3 µM] | -70%[inhibitor] | -1% | -4% | 28% | ? | 6% |
| CC1CCCCN1C(=O)Cn1c(=O)n(CCC(=O)NCc2ccco2)c(=O)c2sccc21 (configuration not stated) | -12%[38.3 µM] | 6% | 15% | -2% | -2% | -2% | 2% |
| O=C1CN(C(=O)CC2c3ccccc3-c3ccccc32)CC(=O)N1 | -5%[38.3 µM] | -1% | -10% | 0% | 1% | 16% | 7% |
| CCOc1ccccc1-c1cc(-c2n[nH]c(=S)n2CC)c2ccccc2n1 | 7% | -11% | 5% | 2% | · | 2% | -8% |
| Cc1ccc(NC(=O)C2CCCN(S(=O)(=O)c3ccc4c(c3)oc(=O)n4C)C2)nc1 (configuration not stated) | 22%[38.3 µM] | -26% | -17% | -1% | 2%[10 µM] | ? | 9% |
| FC(F)(F)c1ccccc1-c1nc(-n2ccnc2)c2ccccc2n1 | 16% | · | · | · | 18% | ? | · |
| Cc1ccc(C(=O)Nc2sc(C(=O)N(C)C)c(C)c2C#N)cc1 | 0% | 26% | 8% | -2% | 4%[10 µM] | -8% | 7% |
| CCc1c(C#N)c(SCCC(=O)Nc2ccc(C)cc2)nc2c1C(=O)CC(C)(C)C2 | 34%[activator][38.3 µM] | ? | -13% | -3% | 14% | ? | 5% |
| COC(=O)C1=C(C(=O)OC)[C@@H]2Nc3ccccc3[C@@]23C[C@@H](C(=O)OC)N(S(=O)(=O)c2ccc([N+](=O)[O-])cc2)C3=N1 | 23% | -2%[9.22 µM] | · | -3%[7.66 µM] | 9%[10 µM] | -20%[9.22 µM] | -18%[13.1 µM] |
| NS(=O)(=O)c1ccc(Oc2ccc(S(N)(=O)=O)cc2)cc1 | 3% | 8% | ? | 1% | · | · | 6% |
| Cc1ccc(CNC(=O)CSCc2cccc(F)c2)cc1 | 6% | -33% | -7% | 1% | -12% | -4%[9.22 µM] | 10% |
| OCCSc1ncnc2c1oc1ccccc12 | -13%[38.3 µM] | -7% | 1% | -6% | -15%[0.074 µM] | 7% | -1% |
| CCCCN(C)Cc1c(C)[nH]c2ccc(Cl)cc2c1=O | 1%[38.3 µM] | -6% | 7% | -3% | -9% | -8% | -1% |
| COc1cc(NC(=O)c2cc(C)nc3ccccc23)cc(OC)c1OC | -4% | -2% | -1% | 7% | -21% | -7%[46 µM] | 0% |
| COc1cc(/C=N/Nc2ccccn2)ccc1O | · | · | 21%[9.22 µM] | · | 13%[10 µM] | · | 0% |
| COc1ccccc1CC(=O)NN1C(=O)c2ccccc2C1=O | -9% | -1% | -12% | 0% | 13%[10 µM] | -9% | 1% |
| Cc1ccc(CNCC2CCCO2)o1 (configuration not stated) | -2%[38.3 µM] | 20% | 7% | -3% | 3% | -3% | 3% |
| CC(=O)C1=C(C)NC(SCC(N)=O)=C(C#N)C1CC(C)C (configuration not stated) | -8% | -3% | 5% | 7% | -5% | · | -3% |
| CCC1CCCCN1c1nc2c(C=O)c(C)nn2c2ccccc12 (configuration not stated) | 2% | 1% | 2% | 3% | 16%[10 µM] | ? | 30% |
| O=C(Oc1coc(CSc2ncccn2)cc1=O)c1cccc([N+](=O)[O-])c1 | -12% | 2% | -20% | 3% | -21% | · | -6% |
| Cc1noc(C)c1C(=O)N1CCC[C@@]2(CCN(Cc3cc(C(F)(F)F)cc(C(F)(F)F)c3)C2)C1 | 7% | -14% | · | -3% | 3% | · | · |
| Cc1ccc(NC(=O)CSc2nc(C)c(C)c(C)n2)c([N+](=O)[O-])c1 | 6% | -3% | 2% | 0% | 12%[10 µM] | ? | -9% |
| BrC(Br)C(Br)Br | 9% | 5% | · | · | -12% | · | 4%[21.7 µM] |
| Cc1cccc(-c2n[nH]c(S(C)(=O)=O)c2C#N)c1 | · | · | -13%[9.22 µM] | · | 14%[10 µM] | · | 1% |
| COCCCNS(=O)(=O)c1ccc(S(=O)(=O)N2CCCC2)cc1 | 41%[activator][38.3 µM] | 0% | -16% | 1% | 4% | -2% | 1% |
| CCOc1cc(CNn2cnnc2)cc(Br)c1OCC(=O)NC1CCCCC1 | 20% | -20% | -25% | 2% | -12%[10 µM] | -4% | -2% |
| O=C(COC(=O)c1ccc[nH]c1=O)Nc1ccc(S(=O)(=O)N2CCCC2)cc1 | · | · | 5%[9.22 µM] | · | 12%[10 µM] | · | 2% |
| Cc1cc2ccccc2cc(C)c1=O | -8%[38.3 µM] | -3% | 0% | 2% | -1% | 10% | -4% |
| CC(OC(=O)c1ccc2ncsc2c1)C(=O)NCc1ccccc1 (configuration not stated) | · | · | -1% | · | 1%[10 µM] | -12% | 0% |
| CCS(=O)(=O)N1CCN(S(=O)(=O)c2ccccc2)CC1 | 31%[38.3 µM] | 4% | 6% | -4% | -25% | 6% | 1% |
| CSCC[C@H](NC(=O)NC1CCCC1)C(=O)O | · | · | 8%[9.22 µM] | · | 0%[10 µM] | ? | 8% |
| Cc1ccc(NC(=O)OCc2cn(-c3ccc(Cl)cc3)nn2)cc1 | -7%[38.3 µM] | -17% | 30% | -4% | -1% | 11% | 2% |
| COc1ccc(N(CC(=O)NCc2ccco2)S(C)(=O)=O)cc1OC | 14%[38.3 µM] | 0% | 16% | -2% | 5% | 4% | -2% |
| CCn1c(SCC(=O)Nc2ncc(C(F)(F)F)cc2Cl)nnc1-c1ccccc1 | -4% | -5% | 3% | -1% | -13%[1.9 µM] | -1% | -4% |
| O=C(COC(=O)/C=C/c1ccc(S(=O)(=O)N2CCCCCC2)cc1)NCc1ccccc1Cl | -1% | 3% | -2% | -3% | 13%[10 µM] | 2% | 17% |
| Cc1ccc(NC(=O)c2ccc(F)cc2)cc1S(=O)(=O)N1CCCCCC1 | -6% | -36%[inhibitor] | ? | 4% | -30% | -23%[46 µM] | 6% |
| CCOc1ncccc1C(=O)NCc1cccc(OC)c1 | -2% | -2%[1.84 µM] | 10% | 4% | 15%[10 µM] | -10% | -3% |
| O=[N+]([O-])c1ccc(NC(=S)NCCc2ccc(F)cc2)cc1 | 24% | 17% | ? | -1% | 15%[10 µM] | -25% | -6% |
| Cc1ccc(S(=O)(=O)N(C)C)cc1NC(=O)COC(=O)c1c(C)noc1C | -4% | -20% | -9% | -4% | 37%[10 µM] | ? | 11% |
| Cc1c(Br)c([N+](=O)[O-])nn1CC(=O)NCC1CCCO1 (configuration not stated) | -1% | · | 7%[9.22 µM] | -4% | 0%[10 µM] | 14%[46 µM] | 3% |
| CC12CN3CCN(CC(C3)C1(O)CN1CCCCC1)C2 (configuration not stated) | -12%[38.3 µM] | 2% | -9% | 0% | 16%[10 µM] | -6% | 6% |
| CN(CC(=O)N1CC=C(c2ccccc2)CC1)S(=O)(=O)c1ccc2c(c1)c(=O)n(C)c(=O)n2C | 9%[38.3 µM] | -21% | -3% | 4% | 6% | -3% | -2% |
| CC1=NN(C(=O)c2ccc(C)o2)C(O)(c2ccccc2)C1 (configuration not stated) | -2% | 15% | 3% | -2% | · | -3% | 3% |
| O=C(CCCn1c(=S)[nH]c2cc3c(cc2c1=O)OCO3)NC1CC1 | 10%[38.3 µM] | -10% | -3% | 1% | -23%[0.074 µM] | 8% | 1% |
| N[C@H](CCC(=O)N[C@H](CSN=O)C(=O)NCC(=O)O)C(=O)O | 9% | · | · | 1% | -6% | · | 5%[21.7 µM] |

From PubChem BioAssay

No enrichment for hits; overall some 4% were active at least once.
